S1P4 ag: agonists of human S1P4 receptor; activation, % at 4.98 µM; S1P4-expressing cell line, agonist reporter assay; 220,000 tested, 0.35% active; O95977; AID 1509; in the data active = activation above about 11%;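 note: 0% = DMSO vehicle and 100% = reference agonist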
NPY-Y1 antag: antagonists of human neuropeptide Y receptor Y1 | P25929 | HEK293-CNG Y1 cells, membrane potential fluorescence; NPY at EC95, then isoproterenol | inhibition, % at 3.6 µM | 200,000 tested, 1% active;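 active = inhibition above the campaign mean inhibition of all tested compounds plus 3 SD, cut at about 20% in these data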;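 note: 0% = DMSO wells given NPY plus isoproterenol and 100% = isoproterenol alone without NPY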
Target sequence (P25929 whole entry, looked up): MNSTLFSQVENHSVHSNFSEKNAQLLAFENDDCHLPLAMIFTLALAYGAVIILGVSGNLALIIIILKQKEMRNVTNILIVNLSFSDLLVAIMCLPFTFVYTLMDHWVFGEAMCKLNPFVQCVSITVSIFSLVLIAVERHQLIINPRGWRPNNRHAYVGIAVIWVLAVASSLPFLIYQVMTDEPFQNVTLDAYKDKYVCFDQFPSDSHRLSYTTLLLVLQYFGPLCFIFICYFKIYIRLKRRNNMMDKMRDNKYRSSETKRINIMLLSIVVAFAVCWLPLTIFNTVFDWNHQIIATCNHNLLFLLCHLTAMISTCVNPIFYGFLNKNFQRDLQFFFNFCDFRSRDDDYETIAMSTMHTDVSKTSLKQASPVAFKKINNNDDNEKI
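Test system: HEK293 cells co-expressing NPY Y1 receptor and cyclic-nucleotide gated channel; Also added: NPY (25 nM), isoproterenol (1 µM), Ro 20-1724 (25 µM); Compound dosing: one concentration, 3.6 µM, in 0.4% DMSO; Timing: dye 3 h, compound 60 min room temperature, stimulation 45 min; Technique: Membrane-potential fluorescent dye readout.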
NPY2 pot ag: human NPY-Y2 potentiation or agonism, primary screen; cells expressing NPY-Y2, potentiator/agonist read-out; activation, % at 3.6 µM; 220,000 tested, 0.45% active; in the data active = activation above about 27%;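 note: cells stimulated with NPY near EC25 plus isoproterenol at EC100; 0% = vehicle plus submaximal agonist and 100% = vehicle plus saturating agonist; some results beyond the cut were filed as inactive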
Target sequence (P49146 whole entry, looked up): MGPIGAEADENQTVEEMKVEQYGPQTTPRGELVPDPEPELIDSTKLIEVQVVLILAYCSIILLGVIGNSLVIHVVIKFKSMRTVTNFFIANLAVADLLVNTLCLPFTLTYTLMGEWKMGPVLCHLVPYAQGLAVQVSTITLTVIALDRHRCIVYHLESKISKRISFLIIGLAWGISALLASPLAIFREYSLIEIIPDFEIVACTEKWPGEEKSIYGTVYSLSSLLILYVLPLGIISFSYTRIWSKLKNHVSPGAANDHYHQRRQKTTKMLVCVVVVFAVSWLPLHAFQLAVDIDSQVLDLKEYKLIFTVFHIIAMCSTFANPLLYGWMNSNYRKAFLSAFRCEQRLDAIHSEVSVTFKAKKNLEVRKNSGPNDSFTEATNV
NPY1 pot ag: human NPY-Y1 potentiation or agonism, primary screen; P25929; NPY-Y1 expressing cells, potentiator/agonist activation; activation, % at 3.6 µM; 220,000 tested, 0.37% active; AID 1304; in the data active = activation above about 33%, passing the limit was not always enough;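 note: cells stimulated with NPY at EC10 then isoproterenol at EC100; 0% = low agonist plus stimulus and 100% = saturating agonist plus stimulus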
S1P4 antagonist: human S1P4 receptor antagonism; inhibition, % at 4.98 µM; S1P4-expressing cells, antagonist mode, reporter read-out; 220,000 tested, 0.26% active; O95977; AID 1510; in the data active = inhibition above about 29%;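 note: 0% = wells stimulated with agonist and 100% = vehicle wells without agonist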
CHOP inh: CHOP inhibition in unfolded protein response. CHO-K1 CHOP-promoter luciferase, tunicamycin-induced, 15-18 h. 220,000 tested, 3.8% active. inhibition, % at 10 µM;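 active = compounds that reduced the stress-induced luciferase reporter signal by more than about 70% of percent inhibition, limit read from the data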;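 note: 0% = tunicamycin plus vehicle and 100% = wells without tunicamycin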
NCF1 inh: blocks human p47phox regulatory protein of NADPH oxidases. AID 1274. P14598. inhibition, % at 24.7 µM. 220,000 tested, 0.53% active. p47phox/p22phox peptide binding, fluorescence polarization, 2 h;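 active = inhibition above about 30%, limit read from the data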;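 note: 0% = p47phox with labelled peptide and 100% = labelled peptide alone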
BaF3 parental: reduces parental Ba/F3 cell viability, JAK2V617F counter-screen; CellTiter-Glo ATP luminescence; inhibition, % at 5.6 µM; 220,000 tested, 1.1% active;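 active = inhibition above a per-campaign cutoff, the mean inhibition of all tested compounds plus 3 SD, cut at about 27% in these data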;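 note: 0% = DMSO wells and 100% = JAK Inhibitor I control wells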
Ba/F3 V617F tox: loss of viability in JAK2V617F-driven Ba/F3 cells; AID 1446; 220,000 tested, 1.1% active; Ba/F3 EpoR-JAK2V617F viability, ATP luminescence; inhibition, % at 5.6 µM;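 active = inhibition above the campaign mean plus 3 SD over all tested compounds, cut at about 24% in these data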;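 note: cytokine-independent growth of Ba/F3 cells driven by EpoR plus mutant JAK2; 0% = DMSO-treated cells and 100% = JAK inhibitor I control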
Active calls of the source: *; / = no result given.

SMILES	S1P4 ag	NPY-Y1 antag	NPY2 pot ag	NPY1 pot ag	S1P4 antagonist	CHOP inh	NCF1 inh	BaF3 parental	Ba/F3 V617F tox
CC(C)CCSc1cc(NCCO)c([N+](=O)[O-])c2nonc12	-1.5	-4.9	4.4	10.7	0.1	11.3	5.7	2.5	-0.3
Cc1ccc(Nc2ncccc2C(=O)O)cc1C	-1.2	0.7	-4.2	-4.0	-20.5	-3.1	-7.6	9.3	2.4
CC(C)OCC1Cn2c(nc3c2c(=O)n(C)c(=O)n3C)O1 (centres undefined)	2.7	-2.8	2.6	16.7	-22.5	-3.3	-3.2	2.4	-3.5
COc1ccc(-n2ncc3c(N4CCc5ccccc54)ncnc32)cc1	1.9	-2.9	-9.0	-1.2	-12.5	20.3	-1.2	1.7	2.8
Cc1ccc(-n2cc(CNCCc3ncc(C)[nH]3)c(-c3ccc(F)cc3)n2)cc1	-1.6	27.2*	-21.2	-29.1	0.4	31.9	-9.3	5.1	-3.6
O=C(/C=C/c1ccc(F)cc1)Nc1cccc(S(=O)(=O)Nc2cccc(C(F)(F)F)c2)c1	-1.6	-5.5	9.2	44.1	-4.0	102.9*	-7.6	-1.1	-2.7
O=C1CS/C(=C\[N+](=O)[O-])N1c1ccc(OC(F)(F)F)cc1	1.0	-1.2	11.3	-0.7	-7.8	-0.6	-8.1	-1.7	-3.4
O=C(Nc1ccc(Oc2ccccc2)cc1)C1CCCN(c2ncccn2)C1 (centres undefined)	0.4	2.7	8.1	-12.2	-9.9	52.9	-0.7	-0.8	-5.2
CCc1ccc(C2=C/C(=C/c3cccnc3)C(=O)O2)cc1	0.1	2.5	6.7	-11.7	0.6	103.2*	-11.7	9.5	1.2
CC(=O)Nc1ccc(NC(=O)CCCCCN2C(=O)c3ccccc3C2=O)cc1	3.0	1.9	-2.0	-5.0	-3.4	39.7	-8.1	2.5	-0.7
O=[N+]([O-])c1ccccc1/C=C/C=N/n1c(-c2ccc(Cl)cc2)n[nH]c1=S	0.7	8.5	-4.2	-5.4	-27.9	81.7*	-38.6	1.1	-1.1
O=C(CSc1nnc2n1CCCN2C(=S)Nc1ccc(Cl)cc1)c1ccccc1	-0.5	0.3	8.0	-2.6	-12.4	-10.9	-9.2	-1.1	-3.1
Cc1noc(C)c1COC(=O)c1ccc2ccccc2n1	1.3	-3.8	17.4	5.5	15.4	-5.6	-6.9	4.3	-2.7
CC(C)Cn1c(SC(C)C(=O)Nc2ccc3c(c2)OCCO3)nc2ccccc2c1=O (centres undefined)	1.4	3.0	-7.1	11.5	-23.8	76.3*	-15.4	2.0	-1.7
O=c1[nH]cnc2scc(-c3ccc(-c4ccccc4)cc3)c12	-0.9	-6.5	-2.4	0.8	-12.3	96.2*	-11.7	5.5	-1.5
Cc1cc(Cl)ccc1Oc1ccc(C(N)=O)cc1[N+](=O)[O-]	0.6	8.2	4.3	-19.0	-6.4	81.2*	-1.1	5.7	2.8
CC(C)CCN1CCN(Cc2cccc(C(F)(F)F)c2)CC1CCO (centres undefined)	-0.2	-2.9	-7.0	7.0	-10.2	36.5	-7.1	3.2	0.7
CCOC(=O)c1cnc2ccc(OCC)cc2c1N1CCN(c2ccccc2)CC1	-0.3	29.3*	-28.5	-36.2	-1.4	33.4	-9.8	7.7	4.3
CC1C/C(=N\NC(=O)c2ccc([N+](=O)[O-])cc2)CC(C)(C)C1 (centres undefined)	0.9	/	-2.3	13.9	-12.3	-2.4	-4.0	0.4	0.9
Cc1ccc(C(=O)Nc2nc3c(s2)CCCC3)o1	0.4	-1.3	2.4	26.7	0.7	16.3	-2.0	9.1	2.9
CCN1CC(CN(C)Cc2nc(-c3ccc(C(F)(F)F)cc3)oc2C)CC1=O (centres undefined)	1.9	8.7	0.4	3.7	-18.6	20.5	13.4	6.1	-0.1
COc1ccc(/C=N\NC(=O)c2ccc(=O)[nH]n2)cc1O	0.0	3.2	0.2	7.4	2.1	-13.7	1.9	-0.2	-4.1
O=C(CSc1nnc2c3ccccc3c3ccccc3c2n1)Nc1ccccc1	0.5	-1.3	5.1	5.1	-7.6	-15.9	-168.3	1.4	-1.4
N#Cc1c(-c2cccnc2)c2c([nH]c1=O)-c1ccccc1OC2	2.4	/	2.9	23.2	1.1	10.1	1.5	-0.7	-5.9
O=[N+]([O-])c1cccc(-c2ccc3nnc(SCc4ccccn4)n3n2)c1	-0.1	6.0	8.2	-0.6	6.4	35.4	-3.9	-1.7	-2.3
COc1ccc(C(C(=O)NC2CCCCC2)N(CC2CCCO2)C(=O)C2COc3ccccc3O2)cc1OC (centres undefined)	1.6	-2.0	-0.8	-5.3	-7.9	47.2	0.3	-0.3	-2.2
O=C(N/N=C/c1ccc(-c2ccc(S(=O)(=O)Nc3ncccn3)cc2)o1)c1cc2ccccc2cc1O	-2.4	-1.4	-2.5	-4.6	2.4	23.0	-102.7	3.0	0.7
O=C(Nc1ccccc1)C1=C[C@@H](c2ccc(Br)cc2)C[C@@H](OCc2ccc(CO)cc2)O1	0.9	9.5	20.4	16.2	7.6	-14.0	-14.5	4.5	3.3
CCOC(=O)Cc1csc(NC(=O)Cc2ccccc2)n1	1.5	-1.9	7.8	4.3	-20.7	28.9	-1.9	2.1	0.3
OC1(c2ccc3ccccc3c2)CCN(Cc2ccccc2)C1 (centres undefined)	0.6	15.5	-29.1	-36.1	-5.2	4.7	-3.8	5.5	0.4
O=C1Cc2ccccc2Sc2cc(OCCCN3CCCCC3)ccc21	-0.1	8.0	-6.3	-30.5	-18.1	0.2	-1.7	5.5	0.2
O=C(Nc1cccc(C(F)(F)F)c1)c1cccnc1N1CCOCC1	0.3	0.6	3.0	-7.6	-7.6	5.7	-2.5	4.8	-1.1
NC(=S)N=Nc1c(O)n(Cc2ccc(Br)cc2)c2ccccc12	1.1	2.8	-1.9	-16.1	-11.6	-22.5	6.7	0.9	-0.6
O=C(CC(Nc1ccc(F)cc1)C(=O)OCC(=O)c1cccs1)c1ccccc1 (centres undefined)	0.5	7.9	-9.0	-14.5	-2.8	16.7	7.7	4.0	0.1
COc1ccc(C2CCCN2C(=O)Nc2ccccc2)cc1OC (centres undefined)	2.4	6.1	-0.6	3.4	-19.8	33.4	-9.8	1.3	-4.2
COc1cc(N/N=C(\C)c2ccc(O)c(C)c2)nc(-c2ccccc2)n1	1.1	1.1	15.3	19.5	-7.5	-3.0	-17.4	-0.2	1.1
Cc1cccc(NC(=O)C(C)n2cc([N+](=O)[O-])cn2)n1 (centres undefined)	1.6	3.7	6.6	-5.6	-15.2	12.4	-8.6	2.9	-2.4
COc1cccc(C(=O)N2CCN(Cc3ccccc3C(F)(F)F)CC2)c1	1.5	-8.0	11.2	13.0	-20.1	71.4*	-7.4	-2.7	-1.9
COc1ccc(Cl)cc1S(=O)(=O)Nc1cccc(C(=O)O)c1	0.9	-1.3	-8.2	-12.0	-4.9	6.8	-4.0	-0.1	0.8
O=S(=O)(NC1CC1)c1ccc(S(=O)(=O)N(Cc2ccccn2)C2CCCC2)cc1	1.5	-0.4	-29.2	-24.1	14.0	18.6	1.5	0.4	1.0

Results in NPY1 pot ag (four entries from above):
smiles	NPY1 pot ag
O=S(=O)(NC1CC1)c1ccc(S(=O)(=O)N(Cc2ccccn2)C2CCCC2)cc1	-24.1
OC1(c2ccc3ccccc3c2)CCN(Cc2ccccc2)C1 (centres undefined)	-36.1
COc1ccc(C(C(=O)NC2CCCCC2)N(CC2CCCO2)C(=O)C2COc3ccccc3O2)cc1OC (centres undefined)	-5.3
N#Cc1c(-c2cccnc2)c2c([nH]c1=O)-c1ccccc1OC2	23.2

(next part)
SMILES	S1P4 ag	NPY-Y1 antag	NPY2 pot ag	NPY1 pot ag	S1P4 antagonist	CHOP inh	NCF1 inh	BaF3 parental	Ba/F3 V617F tox
CN(C)S(=O)(=O)c1cc(NC(=O)COC(=O)CCSc2ccc(Cl)cc2)ccc1Cl	-0.2	15.8	-8.7	-35.5	-7.6	-3.1	-27.3	0.5	-3.0
CN(C[C@H](Cc1ccccc1)N(C[C@H](Cc1ccccc1)N(CCc1cc(C(F)(F)F)cc(C(F)(F)F)c1)N=O)N=O)N=O	1.1	21.8*	-13.5	-12.2	8.1	13.8	-12.6	-1.8	-1.2
CC1(C)OC(=O)C(=NNc2ccccc2[N+](=O)[O-])C(=O)O1	1.8	/	6.2	23.2	-8.3	11.1	-9.3	2.3	-0.1
Cc1ccc(NCc2nnc(SCC(=O)Nc3ccccc3)n2CC2CCCO2)c(C)c1 (centres undefined)	-0.8	0.2	-15.5	-12.4	-1.7	15.1	-1.6	5.9	4.2
COc1ccc(NC(=O)c2ccc(OC)cc2)cc1	-2.7	4.4	1.5	-0.7	3.1	-25.9	4.5	3.9	11.8
COc1ccc(-n2nc([N+](=O)[O-])c(=NCCCN3CCCC3=O)n2O)cc1	-0.9	-0.4	10.5	5.2	-6.7	-15.0	6.5	2.3	-3.2
Cc1ccc2c(CC(=O)NCCc3ccc(S(N)(=O)=O)cc3)coc2c1	0.1	/	16.3	13.0	1.6	9.3	-5.1	4.2	-2.0
CN1CCN(S(=O)(=O)c2ccc(Sc3nnnn3-c3ccccc3)c([N+](=O)[O-])c2)CC1	1.1	-1.2	-1.6	-10.5	-91.9	106.9*	-6.5	1.6	10.1
Cc1ccc(-c2noc(CN(C(=O)C34CC5CC(CC(C5)C3)C4)C(C)C)n2)cc1	0.3	0.1	-13.2	-7.7	24.2	42.8	-3.5	1.6	1.2
COc1ccccc1C(=O)Nc1sc2c(c1C(=O)NCc1ccco1)CCCC2	2.3	7.7	-1.8	-17.3	-16.0	56.9	-9.6	2.2	-1.1
CCOc1ccc(N2C(=O)/C(=C/c3ccco3)N(C)C2=S)cc1	-0.6	6.6	1.7	17.1	-20.6	9.0	-43.2	5.6	-1.7
COc1ccc2sc(SCCCS(=O)(=O)O)[n+](CCCS(=O)(=O)[O-])c2c1	3.4	2.0	2.9	-0.9	-15.4	8.7	-2.1	8.9	3.8
COc1ccc(/C=C2\CCCC3C2=NC(=S)NC3c2ccc(OC)cc2)cc1 (centres undefined)	-1.3	-6.9	1.3	-20.0	-6.9	-4.4	-9.5	10.3	-1.8
O=C(NCc1cccnc1)C1CCN(C(=O)c2ccc(Cl)cc2Cl)CC1	0.7	1.3	4.2	4.2	-21.9	33.4	-11.8	3.0	1.2
COc1ccc(NC(=S)N(CCCN2CCOCC2)Cc2ccco2)cc1	-2.1	-0.6	-1.4	4.4	-7.8	15.6	-5.8	0.9	-1.8
COc1ccc(CNc2nc(SCc3cc(=O)n4cc(Cl)ccc4n3)nc3ccccc23)cc1	1.3	-0.7	-2.9	10.0	-20.1	9.5	-13.9	2.2	-2.4
CC(C)(C)C(=O)O/N=C(\N)Cc1ccc(-c2csnn2)cc1	1.4	/	-13.1	11.7	0.7	17.8	-15.1	3.5	-4.5
CCOC(=O)c1c(C)oc2c1c(C=NCC1CCCO1)c(O)c1ccccc12 (centres undefined)	-1.3	-4.3	-12.6	-9.0	-20.2	66.1	-19.7	8.3	6.5

High-throughput results from PubChem.
